OX1R antag-1 – antagonists of human orexin 1 receptor (OX1R); OX1R-expressing cells, FRET antagonist read-out; inhibition, % at 6.6 µM; AID 485270, 2010; 330,000 tested, 1.8% active; in the data active = inhibition mostly above about 38%, no sharp cut-off; inactive = mostly below about 40%;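 also: 0% = agonist challenge alone and 100% = reference antagonist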
Target sequence (O43613 whole entry, looked up): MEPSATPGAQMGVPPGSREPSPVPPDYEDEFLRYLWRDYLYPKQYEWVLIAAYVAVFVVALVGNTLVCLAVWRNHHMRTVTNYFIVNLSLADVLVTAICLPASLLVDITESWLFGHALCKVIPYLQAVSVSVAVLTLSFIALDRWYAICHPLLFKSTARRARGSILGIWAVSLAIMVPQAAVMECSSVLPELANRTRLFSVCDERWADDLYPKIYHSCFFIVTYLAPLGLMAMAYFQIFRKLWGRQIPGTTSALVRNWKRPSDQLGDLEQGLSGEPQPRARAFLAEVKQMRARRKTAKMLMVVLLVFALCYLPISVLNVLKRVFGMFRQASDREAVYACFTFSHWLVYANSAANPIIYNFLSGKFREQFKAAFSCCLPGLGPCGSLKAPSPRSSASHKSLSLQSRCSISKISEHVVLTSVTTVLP
OX1R antag-2 – OX1R (HCRTR1) antagonists, primary screen, fluorescence, CHO/OX1R cells, Fluo-8 calcium, orexin A; Fluo-8 calcium fluorescence; AID 434989, 2010; inhibition, % at 5 µM; 330,000 tested, 0.43% active; Orexin/Hypocretin receptor type 1 (Homo sapiens), O43613;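 active = inhibition above its plate's threshold, mean inhibition of all tested compounds on the plate plus 3 SD, cut at about 37% in these data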;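 also: 0% = orexin A challenge wells and 100% = SB-334867-A antagonist wells; not every result past the cut was called active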
CHT allo act – CHT positive allosteric modulators, primary screen, cell-based, membrane potential dye, choline EC20 | CHT-expressing cells; stronger effect = higher value; LV-AA mutant CHT in HEK293 cells | AID 488977, 2010 | 310,000 tested, 0.49% active | B-score at 10 µM;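 active = initial fluorescence not abnormally high and integrated response B-score, plate-corrected, over 3 SD above library mean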
Target sequence (Q9GZV3 whole entry, looked up): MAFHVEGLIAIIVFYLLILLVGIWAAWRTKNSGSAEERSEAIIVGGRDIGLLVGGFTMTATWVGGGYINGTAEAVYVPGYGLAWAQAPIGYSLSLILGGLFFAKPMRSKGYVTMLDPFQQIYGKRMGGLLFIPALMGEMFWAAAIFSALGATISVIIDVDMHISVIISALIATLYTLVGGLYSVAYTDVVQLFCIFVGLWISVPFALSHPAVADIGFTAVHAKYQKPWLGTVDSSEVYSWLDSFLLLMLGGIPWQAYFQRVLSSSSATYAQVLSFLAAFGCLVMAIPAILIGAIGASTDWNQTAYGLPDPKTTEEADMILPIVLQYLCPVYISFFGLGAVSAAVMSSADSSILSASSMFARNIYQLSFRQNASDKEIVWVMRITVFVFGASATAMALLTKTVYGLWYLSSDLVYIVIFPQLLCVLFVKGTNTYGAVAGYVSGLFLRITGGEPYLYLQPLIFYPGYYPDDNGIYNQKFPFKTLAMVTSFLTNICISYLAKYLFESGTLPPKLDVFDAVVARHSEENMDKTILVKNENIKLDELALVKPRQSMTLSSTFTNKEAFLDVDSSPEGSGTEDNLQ
Numbers without * were called inactive; i = inactive; . = no result given.

SMILES	OX1R antag-1	OX1R antag-2	CHT allo act
Brc1ccc(-c2noc(-c3ccccc3)n2)o1	9	-11	i
c1cnc(Nc2nc(-c3ccc4ccccc4c3)cs2)nc1	10	-4	i
COc1cccc(CNC(=O)C2=C(C)C(=O)OC23CCC(C)CC3)c1 (stereo unspecified)	10	-28	i
O=C(CSc1nc2ccccc2s1)N1CCCCC1	12	-8	i
CSc1cnc2c(=O)n(C)c(=O)[nH]c2n1	18	4	i
Cn1cccc1/C=N/n1c(-c2ccco2)n[nH]c1=S	12	-8	i
CCc1nc2ccccc2c(C(=O)OCCN2C(=O)c3ccccc3C2=O)c1C	46	-20	i
CCOc1ccc(OCCCCn2ccnc2)cc1	14	-15	i
Cc1cc(C(=O)CSc2nncs2)c(C)n1-c1c(C)n(C)n(-c2ccccc2)c1=O	12	4	i
COc1ccc(C(=O)CSc2nnc(-c3ccc(C)cc3)o2)cc1	9	-7	i
Cc1cccc(Cc2ccc(Cl)nn2)c1	7	-15	i
N#CCCN(Cc1ccccc1)C(=O)c1nccnc1C(=O)O	-7	-12	i
C=CCNc1nc(-c2ccc(O)c(C(N)=O)c2)cs1	28	-9	i
N#Cc1ccc(C(=O)OCC(=O)Nc2cccc(S(=O)(=O)N3CCCCC3)c2)cc1	2	12	.
COc1ccc(C(=O)N2CCC(n3nccc3NC(=O)C3CC3)CC2)cc1F	26	-14	i
COCc1cc(C)nc(OCC(=O)N/N=C/c2ccc(O)cc2)c1C#N	5	2	i
Cc1c(Cl)c([N+](=O)[O-])nn1CCCC(=O)Nc1cccc(Cl)c1Cl	64	5	i
CCC(C)(C(=O)NC1CCCC1)N(C(=O)CC1NC(=O)NC1=O)c1c(C)n(C)n(-c2ccccc2)c1=O (stereo unspecified)	3	4	i
O=C(c1ccc(F)cc1F)N1CCC(N2CCC(C(=O)N3CCOCC3)CC2)CC1	14	-6	i
COc1cc(/C=N/NC(=O)c2ccc(F)cc2)ccc1OC(=O)c1ccco1	5	-15	i
O=C(NCc1ccccc1)N1CCC(CO)(Cc2cccc(F)c2)CC1	13	-13	i
CCOc1ccc(N2CC(C(=O)NCC(=O)Nc3ccc(F)c(F)c3F)CC2=O)cc1 (stereo unspecified)	5	-11	.
COc1ccccc1C(=O)N(Cc1ccccc1)c1ccc(C)cc1	33	-19	i
CCOc1ccc(CN(C)C(=O)CN2C(=O)NC3(CCCc4ccccc43)C2=O)cc1 (stereo unspecified)	-1	-26	.
COc1ccc(NS(=O)(=O)c2cc(C)ccc2C)cc1	34	-46	i

An excerpt from above, limited to OX1R antag-2 and CHT allo act.
smiles,OX1R antag-2,CHT allo act
N#CCCN(Cc1ccccc1)C(=O)c1nccnc1C(=O)O,-12,i
CCc1nc2ccccc2c(C(=O)OCCN2C(=O)c3ccccc3C2=O)c1C,-20,i
CCC(C)(C(=O)NC1CCCC1)N(C(=O)CC1NC(=O)NC1=O)c1c(C)n(C)n(-c2ccccc2)c1=O (stereo unspecified),4,i
C=CCNc1nc(-c2ccc(O)c(C(N)=O)c2)cs1,-9,i
c1cnc(Nc2nc(-c3ccc4ccccc4c3)cs2)nc1,-4,i
CCOc1ccc(N2CC(C(=O)NCC(=O)Nc3ccc(F)c(F)c3F)CC2=O)cc1 (stereo unspecified),-11,.
COc1ccccc1C(=O)N(Cc1ccccc1)c1ccc(C)cc1,-19,i

(further entries)
SMILES	OX1R antag-1	OX1R antag-2	CHT allo act
Cn1cccc1Cc1nnc(SCC(=O)NCC2CCCO2)n1CCc1ccccc1 (stereo unspecified)	2	-18	i
Cc1ccc(C)n1CCN1CCN(S(=O)(=O)c2ccc(F)cc2F)CC1	22	-19	i
COc1ccccc1NC(=O)c1ccc(Cl)c(S(=O)(=O)NCc2ccco2)c1	27	11	.
C=CCN1C=C2C(=O)C(C)(OC(=O)C3CCCC3)C(=O)C=C2C=C1c1ccsc1 (stereo unspecified)	24	-8	i
Nc1nnc(SCC(=O)OCC(=O)Nc2ccccc2)s1	4	-10	i
COc1ccc2sc(C)nc2c1NC(C)=O	11	-6	i
Fc1cccc(F)c1-n1c(CN2CCCCC2)csc1=S	13	-14	i
Cn1ccsc1=NC(=O)c1cc(S(=O)(=O)N2CCOCC2)ccc1F	10	-29	i
CCN1CCCC1CNC(=O)C(=O)NC(C)c1ccccc1 (stereo unspecified)	-2	-7	i
C=C[C@H]1[C@H](O[C@@H]2O[C@H](CO)[C@@H](O)[C@H](O)[C@H]2O)OC=C2C(=O)OCC[C@]21O	8	-11	.
COC(=O)c1cc(C(=O)N2CCN(c3cccc(Cl)c3)CC2)cc([N+](=O)[O-])c1	5	-38	7.6*
CC(=O)/C(C[N+]1(C)CCCCC1)=N\O	10	-9	i
COC(=O)Cc1[nH]c(=S)[nH]c1C(=O)OC	9	-3	i
N#C/C(=C/c1ccc(Br)s1)C(=O)NCCc1c[nH]c2ccccc12	41	-20	i
O=C(Nc1ccccc1)N(C1=NCCCCS1)c1ccccc1	13	-21	i
CN(C(=O)c1cccc(NC(=O)Cc2cccc([N+](=O)[O-])c2)c1)C1CCC1	19	-8	.
COCCN1Cc2cccc(C(=O)Nc3c(C)cc(C)cc3C)c2C1=O	4	-29	i
COc1ccc(NC(=O)c2ccc3c(=O)n(-c4ccc(OC)cc4OC)c(=S)[nH]c3c2)cc1	10	9	i
CCNC(=O)N(CC)C[C@H]1N[C@@](C)(C(=O)OC)[C@H]2C(=O)N(C)C(=O)[C@@H]12	6	7	.
CN(C)S(=O)(=O)c1ccc2c(c1)C(CC(=O)O)NC2=O (stereo unspecified)	14	-8	i
NC(=O)c1ccc(N2CCN(c3ncc(C(F)(F)F)cc3Cl)CC2)cc1	9	-7	i
COc1ccc(-c2nnc(Sc3nc4ccccc4o3)c3ccccc23)cc1	17	-17	i
Cc1cc(C)cc(-n2c(SCC(=O)NCc3ccco3)nc3ccccc3c2=O)c1	16	-9	i
NC(=O)c1ccc2c(=O)c(O)c(-c3cc(Cl)c(N)c(Cl)c3)[nH]c2c1	20	-1	i
O=C(c1cn(-c2ccccc2)nc1-c1ccccc1)N1CCOCC1	3	-23	i
The listing continues:
SMILES	OX1R antag-1	OX1R antag-2	CHT allo act
Cc1noc(C)c1S(=O)(=O)N1CCCC(C(=O)NCCC2=CCCCC2)C1 (stereo unspecified)	9	-7	i
O=C(C1CC(=O)N(c2ccc(Br)cc2)C1)N1CCCC1 (stereo unspecified)	5	-6	i
Cc1ccc(CCC(=O)Nc2ccc([N+](=O)[O-])cc2)o1	5	-3	i
CC(C)OCCCNC(=O)c1ccc(CN2CCc3ccccc3C2)cc1	7	-29	i
CC1CCc2c(C(=O)NCc3ccco3)csc2C1 (stereo unspecified)	10	-4	i
C[C@H](CO)NC(=O)[C@@H]1C[C@H]1[C@@H](NP(=O)(c1ccccc1)c1ccccc1)c1ccccc1	12	-21	i
CC(C)(C)c1cc(Br)c(O)c(N=Nc2ccc(S(=O)(=O)N3CCOCC3)cc2)c1	1	-11	i
CCn1c(SCC(=O)Nc2cc(F)ccc2C)nnc1-c1ccccc1O	22	-13	i
CCn1c(-c2ccncc2)n[nH]c1=S	5	-7	i
O=C(COC(=O)COc1ccc(Cl)cc1)NCCNC(=O)COC(=O)COc1ccc(Cl)cc1	29	-11	i
CC(=O)/C=C/c1ccccc1O	18	0	i
COc1ccc(N2CCN(C(=S)NC(C)c3ccccc3)CC2)cc1 (stereo unspecified)	12	-11	i
COc1cc(OC)cc(C(=O)N2CCC(N3CCN(c4ccccc4OC)CC3)CC2)c1	10	-34	i
CC(C)(C)NC(=O)COC(=O)/C=C/c1ccc(F)cc1	10	-6	i
COc1cccc(NC(=O)CSc2nc3n[nH]c(C)c3c(=N)n2-c2cccc(OC)c2)c1	50	-1	i
COc1ccc(NC(=O)C/C(C)=N/NC(=O)CCc2ccccc2)c(OC)c1	6	-24	i
COc1ccc2c(c1)N(C(=O)CSc1n[nH]c(C)n1)C(C)(C)C=C2C	4	-23	i
COc1ccc(/C=C(\C#N)C(=O)NCc2ccccc2)cc1O	22	-7	i
CC(Oc1ccc(Br)cc1)C(=O)O/N=C(\N)c1ccncc1 (stereo unspecified)	12	-16	i
COc1cc(C(=O)NCc2cccs2)ccc1OCc1c(C)noc1C	11	-10	.
CC(=O)c1cccc(OCC(=O)N(Cc2ccco2)c2c(N)n(Cc3ccccc3)c(=O)[nH]c2=O)c1	0	-10	.
Cc1ccc(-c2n[nH]c(=O)c3ccccc23)cc1S(=O)(=O)N(C)CCO	4	-15	i
CCOc1cc(/C=N/NC(=O)Cn2nc([N+](=O)[O-])cc2C)ccc1OCc1ccc(F)cc1	25	-31	i
C=CCNC(=O)C1CC(c2cccc(OC)c2)=NO1 (stereo unspecified)	2	0	i
COc1ccc(N2CSC3=C(C#N)C(c4ccc(OC)c(OC)c4)CC(=O)N3C2)c(OC)c1 (stereo unspecified)	8	-13	i
Next part:
SMILES	OX1R antag-1	OX1R antag-2	CHT allo act
COc1cc(NC(=O)CSc2c3c(nc4ccccc24)CCC3)cc(OC)c1OC	27	-42	i
COc1ccccc1NC(=O)C(C)NS(=O)(=O)c1ccccc1 (stereo unspecified)	21	6	i
CSc1nc2c(c(=O)[nH]1)C(c1cccc(Br)c1)CC(=O)N2 (stereo unspecified)	1	-7	i
CCc1cccc(NC(=O)Nc2cccs2)c1	37	3	i
Cn1c(=O)n(C)c2cc(S(=O)(=O)Nc3ccccc3O)ccc21	-4	-4	i
COC(=O)c1cc(S(=O)(=O)Nc2c(C)cccc2C)cn1C	6	-10	i
O=C(O)CSc1nc2ccccc2n1Cc1ccccc1	14	0	i
CC(=O)Nc1ccc(S(=O)(=O)Nc2nc3ccccc3nc2N2CCOCC2)cc1	2	1	.
CCCCOc1ccc(-c2c(C#N)c(N)[nH]c(=S)c2C#N)cc1	15	-15	i
CC(C)(C)OC(=O)N/N=C\c1ccc[nH]1	18	-16	i
CN(C)S(=O)(=O)Oc1cccc(C(=O)Nc2ccc(Cl)c(Cl)c2)c1	53	23	i
CN(C)c1ccc(/C=N/n2c(COc3ccccc3)n[nH]c2=S)cc1	17	-14	i
Cc1nn(-c2ccccc2)c(N)c1N=O	61*	-8	i
Cc1cccc(OCC(=O)Nc2ccc(NC(=O)c3ccco3)c(C)c2)c1	9	-16	i
O=C(Cc1ccc(Cl)cc1)NNC1CC(=O)N(c2ccc3ccccc3c2)C1=O (stereo unspecified)	10	-8	i
CCOc1ccc(CC(=O)NNC(=S)NC)cc1Br	15	-34	i
COc1ccccc1Oc1nc(C)c(C(C)=O)cc1C#N	13	-19	i
COc1ccc(CNc2ccc(-c3ccc(OC)cc3)nn2)cc1	3	-10	i
CCCC(C)NC(=O)Cc1ccccc1 (stereo unspecified)	10	-4	i
COc1cc(CN2CCN(CCc3ccccc3)C(CCO)C2)cc(OC)c1 (stereo unspecified)	23	-33	i
CCOC(=O)C1=C(C)N=C2SC(C)C(=O)N2C1c1ccc(OC(C)=O)c(OC)c1 (stereo unspecified)	15	-24	i
COc1ccc(NC(=O)CN(C)C(=O)CCc2c[nH]c3ccccc23)cc1	19	-10	i
CCN1CCN(c2nnc(-c3ccc(C)cc3)c3ccccc23)CC1	7	-24	i
O=c1/c(=C/c2cccc3ccccc23)sc2ncnn12	4	4	i
Fc1ccc(CSc2ncnc3ccccc23)cc1	26	-22	i

Pulled one by one from above:
SMILES	OX1R antag-1	OX1R antag-2	CHT allo act
CCCCOc1ccc(-c2c(C#N)c(N)[nH]c(=S)c2C#N)cc1	15	-15	i
CCOc1ccc(CC(=O)NNC(=S)NC)cc1Br	15	-34	i
CC(C)(C)OC(=O)N/N=C\c1ccc[nH]1	18	-16	i
O=C(Cc1ccc(Cl)cc1)NNC1CC(=O)N(c2ccc3ccccc3c2)C1=O (stereo unspecified)	10	-8	i
COc1cc(NC(=O)CSc2c3c(nc4ccccc24)CCC3)cc(OC)c1OC	27	-42	i
Cn1c(=O)n(C)c2cc(S(=O)(=O)Nc3ccccc3O)ccc21	-4	-4	i

Remaining list, next part.
SMILES	OX1R antag-1	OX1R antag-2	CHT allo act
O=[N+]([O-])c1cc(S(=O)(=O)N2CCOCC2)ccc1N1CCCC1	24	-21	i
COc1ccccc1NC(=O)c1cc(S(=O)(=O)NC2CCCC2)ccc1F	7	-10	i
CN(C)C(CNC(=O)c1ccc(S(=O)(=O)Nc2ccccc2)cc1)c1ccco1 (stereo unspecified)	14	-14	i
COc1ccccc1NS(=O)(=O)c1ccc(C(=O)NCc2ccncc2)cc1	2	-6	.
CCN1C(=O)/C(=C/c2nc3ccccc3c(=O)n2-c2ccccc2)c2ccccc21	16	-21	i
COc1ccc(CC(=O)Nc2nc(-c3ccccc3)c(C(C)=O)s2)cc1OC	23	-6	i
Cc1ccc(C)c(Oc2ncnc(N)c2[N+](=O)[O-])c1	9	0	i
CCC(CC)c1nnc(NC(=O)c2cccc(S(=O)(=O)N3CCc4ccccc43)c2)s1	13	0	i
CC(C)CN1CCN(Cc2cn(C)c3ccccc23)CC1CCO (stereo unspecified)	19	-24	i
CC(C)COC(=O)n1c(=O)oc2ccc(S(=O)(=O)N3CCCCC3)cc21	17	-2	i
COc1ccc(Cn2c(=O)c3[nH]cnc3n(-c3ccccc3C)c2=O)cc1	5	-48	i
CN(C(=O)C(Cl)Cl)c1ccc(OC(=O)c2ccco2)cc1	12	-11	i
Cc1ccc(/C=C2/C(=N)N3N=C(CC(=O)N4CCCC4)SC3=NC2=O)o1	22	10	i
CC(NC(=O)Cn1ccsc1=N)C12CC3CC(CC(C3)C1)C2 (stereo unspecified)	0	-10	i
O=C(c1cccs1)N(Cc1nc2sc3c(c2c(=O)[nH]1)CCCC3)C1CCCC1	14	-34	i

Bioassay records (PubChem)

Compounds were not picked by outcome, and some 2.5% of all compounds hit somewhere here.
